Assay outcomes from PubChem BioAssay.
KCNQ1 pot: potentiators or activators of human KCNQ1 potassium channel | CHO-K1 KCNQ1, thallium flux FluxOR fluorescence; active compounds read high | hit rate 0.35% among 310,000 | AID 2648 | B-score at 10 µM;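 active = fluorescence ratio B-score, a plate-corrected score, at least three library SD, with initial intensity B-score within 5 SD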
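Assay system: CHO-K1 cells stably expressing KCNQ1; Medium: assay buffer with matched DMSO; Also added: K+/Tl+ depolarizing stimulus; Dosing: single dose; Timing: dye 90 min, compound 20 min, room temperature; Measured by: kinetic FluxOR thallium fluorescence, 10-s 1-Hz baseline, 110-s post-stimulus read; Read-out: peak-minus-minimum fluorescence over initial fluorescence, negative-control normalized, B-scored.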
hERG protect: shields human hERG channel from block by proarrhythmic agents. AID 1511. hit rate 0.51% among 310,000. activation (rescue from dofetilide block), less the hit threshold, % at 10 µM. Q12809. CHO-hERG, FluxOR thallium flux, dofetilide IC70 present;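 active = activation above the mean of controls blocked by dofetilide plus 5 SD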;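 note: thallium influx through hERG after potassium depolarization seen as dye fluorescence rise; in these data hits start at about 4.7%; inactives centre near -7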
KCNK3 inh: human KCNK3 channel inhibition, primary screen. AID 602410. O14649. B-score at 10 µM. CHO-KCNK3 thallium flux, FluxOR fluorescence; active compounds read low. hit rate 0.84% among 340,000;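 active = B-score under library mean minus 4 SD, starting fluorescence ratio at most library mean plus 5 SD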;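 note: more negative B-score means stronger inhibition of thallium flux through KCNK3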
Target sequence (O14649 whole entry, looked up): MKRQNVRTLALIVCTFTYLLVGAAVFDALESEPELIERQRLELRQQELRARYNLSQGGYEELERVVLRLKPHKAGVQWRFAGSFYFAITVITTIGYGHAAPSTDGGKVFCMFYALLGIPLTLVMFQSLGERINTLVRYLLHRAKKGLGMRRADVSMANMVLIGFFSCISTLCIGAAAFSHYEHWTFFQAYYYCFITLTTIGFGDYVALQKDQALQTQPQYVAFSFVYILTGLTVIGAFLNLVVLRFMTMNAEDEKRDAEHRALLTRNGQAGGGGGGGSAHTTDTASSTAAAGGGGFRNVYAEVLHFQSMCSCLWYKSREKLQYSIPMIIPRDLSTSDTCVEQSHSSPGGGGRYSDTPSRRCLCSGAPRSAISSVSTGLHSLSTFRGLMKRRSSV
TRPC4 potent: allosterically enhances the mouse TRPC4 cation channel | Q9QUQ5 | HEK293 TRPC4beta/mu-opioid, DAMGO EC20, Fluo-4 Ca2+ flux; active compounds read high | B-score at 10 µM | hit rate 0.42% among 310,000 | AID 2227;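 active = B-score of calcium response area above 5 SD of library B-scores, with initial fluorescence ratio within 5 SD of library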;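 note: B-score of integrated fluorescence ratio over time as area under calcium response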
DYRK1A inh: Dyrk1A (rat) kinase inhibition; hit rate 0.43% among 310,000; AID 504441; inhibition, % at 12.5 µM; ADP-Glo luminescence, NFATc1 peptide; Q63470; in the data active = inhibition above about 50%;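 note: plate controls were vehicle with enzyme for no effect and no enzyme for full effect; many of its hits are not listed in these tables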
TMEM16A act: mouse TMEM16A channel activation, primary screen; HEK293 TMEM16A/YFP-H148Q/I152L, iodide quench fluorescence; active compounds read low; B-score at 10 µM; Q8BHY3; hit rate 0.3% among 340,000; AID 623877;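 active = fluorescence-ratio B-score plate-corrected deviation score at least 3 library SD below zero, with starting fluorescence score within 5 deviations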;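 note: channel opened by trigger with iodide after compound preincubation; score built on the fluorescence ratio of max minus min over baseline; more negative score means more quench and so TMEM16A activation or potentiation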
KCNQ1 inh: human KCNQ1 channel inhibition. B-score at 10 µM. hit rate 1.3% among 310,000. AID 2642. CHO-K1 KCNQ1, FluxOR thallium flux fluorescence; active compounds read high. P51787;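 active = compounds whose thallium flux B-score, printed positive for inhibition, exceeds three library SD while starting fluorescence stays within three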;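 note: channel opened by potassium depolarization with thallium stimulus after 20 min compound exposure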
HDAC3 inh: inhibitors of human histone deacetylase 3; recombinant HDAC3, fluorogenic peptide/trypsin coupled, fluorescence; O15379; inhibition, % at 8.3 µM; hit rate 0.15% among 320,000; in the data active = inhibition above about 26%, passing the limit was not always enough
TMEM16A inh: inhibitors of mouse TMEM16A calcium-activated chloride channel. HEK293 TMEM16A/YFP iodide influx fluorescence, ionomycin. hit rate 1.2% among 310,000. normalized B-score (activity score, 25-100; higher = stronger inhibition) at 10 µM;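 active = ratio plate-corrected score three or more library SD toward inhibition, starting fluorescence score within five deviations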;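 note: score derived from kinetic fluorescence span divided by baseline fluorescence per well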
KCNK9 inh: blocks the human KCNK9 two-pore domain potassium channel; hit rate 1.2% among 310,000; HEK293 KCNK9, FluxOR thallium flux fluorescence; active compounds read low; B-score at 10 µM; AID 488922; Q9NPC2;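 active = ratio B-score over 3 SD below the library mean, with starting fluorescence within 5 SD of its mean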;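 note: negative B-score means less thallium flux so channel inhibition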
Target sequence (Q9NPC2 whole entry, looked up, the tested form may be a part): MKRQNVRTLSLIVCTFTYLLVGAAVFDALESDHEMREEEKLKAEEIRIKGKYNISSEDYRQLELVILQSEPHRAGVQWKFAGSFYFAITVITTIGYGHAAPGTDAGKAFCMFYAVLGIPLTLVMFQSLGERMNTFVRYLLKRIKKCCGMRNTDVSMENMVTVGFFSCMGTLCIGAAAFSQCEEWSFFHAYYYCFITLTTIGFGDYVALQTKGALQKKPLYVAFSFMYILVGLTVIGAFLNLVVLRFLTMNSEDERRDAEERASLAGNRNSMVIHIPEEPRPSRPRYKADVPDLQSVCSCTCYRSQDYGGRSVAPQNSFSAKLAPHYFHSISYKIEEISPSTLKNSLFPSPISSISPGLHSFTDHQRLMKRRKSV
TRPC4 act: TRPC4 (mouse) channel activation | Q9QUQ5 | HEK293 TRPC4beta/mu-opioid, Fluo4 calcium fluorescence; active compounds read high | B-score at 10 µM | hit rate 0.49% among 310,000 | AID 2237;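 active = B-score above 5 SD of library B-scores, and initial fluorescence ratio not above library mean plus 5 SD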;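 note: positive B-score marks a calcium rise read as TRPC4 activation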
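System: HEK293 cells stably co-expressing mouse TRPC4beta and mu-opioid receptor; Schedule: Fluo4 dye loading 45 min at room temperature, 110 s recording; Detection: Fluo4 fluorescence, kinetic; Evaluation: B-scored integrated calcium fluorescence ratio; Controls: buffer (low) and maximal DAMGO (high).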
An asterisk follows results filed as active; i = inactive; . = no result given. The list is partial. The share of hits here may be higher or lower than overall.

SMILES	KCNQ1 pot	hERG protect	KCNK3 inh	TRPC4 potent	DYRK1A inh	TMEM16A act	KCNQ1 inh	HDAC3 inh	TMEM16A inh	KCNK9 inh	TRPC4 act
O=c1oc2c(O)cccc2cc1-c1nc2ccccc2[nH]1	i	-7	i	i	0	i	i	-12	i	i	i
Cc1cc(C)c(S(=O)(=O)N2CCCC(C(=O)NCc3ccncc3)C2)c(C)c1 (configuration not stated)	i	-4	i	i	3	i	i	3	i	i	i
CN1CC=C2C(C#N)=C(N)C(C#N)(C#N)[C@H](c3cccc(Cl)c3)C2C1 (some centres not stated)	i	-11	i	i	.	i	8*	-19	i	i	i
CSCCC(C(=O)NC1=NCCS1)N1C(=O)c2ccccc2C1=O (configuration not stated)	i	-4	i	i	8	i	i	-6	i	i	i
O=C(N/N=C/C1CC=CCC1)c1cc2ccccc2cc1O (configuration not stated)	i	-5	i	i	-6	i	i	-4	i	i	i
COc1ccc(C(=O)OCC(=O)Nc2ccc(Cl)cn2)cc1	i	-13	i	i	.	i	i	3	i	i	i
COc1ccc(S(=O)(=O)N2CCN(C(=O)c3cc(-c4ccc(C)cc4)n[nH]3)CC2)cc1	i	-10	i	i	12	i	i	-3	i	i	i
COC(=O)c1cc(C(=O)NCc2ccc3c(c2)OCO3)cc([N+](=O)[O-])c1	i	-10	i	i	.	i	i	-2	i	i	i
CNc1nc(Sc2ccc(C)cc2)cc(C(F)(F)F)n1	i	-11	i	i	-6	i	i	3	i	i	i
CC1(C)CC(NS(=O)(=O)c2ccc(S(N)(=O)=O)cc2)CC(C)(C)N1	i	-6	i	i	3	i	i	.	i	i	i
Cc1cc(C)cc(NC(=O)COC(=O)CCc2ccc(S(=O)(=O)N3CCOCC3)cc2)c1	i	-17	i	i	-1	i	i	4	i	i	i
CC(C)(C)c1cc(C(=O)O)n(Cc2ccc(Cl)cc2Cl)n1	i	-3	i	i	-14	i	i	1	i	i	i
COc1cccc(/C=C/c2n[nH]c(=O)c(C#N)c2C)c1	i	-6	i	i	1	i	i	2	i	i	i
COC(=O)C1CCN(C(=O)Nc2ccccc2)CC1	i	-9	i	i	5	i	i	0	i	i	i
COc1ccc(NC(=O)CCNC(=O)C2CCN(S(=O)(=O)c3ccc(OC)cc3)CC2)cc1	i	-4	i	i	2	i	i	-9	i	i	i
CC(C)C(=O)N1CCC(Cc2ccccc2)CC1	i	-11	i	i	2	i	i	-1	i	i	i
Cc1[nH]c(=O)[nH]c(=O)c1N1CCOCC1	i	-5	i	i	-8	i	i	-1	i	i	i
O=C(Nc1ccccc1N1CCN(C(=O)c2ccc(Cl)cc2)CC1)c1cccc(F)c1	i	-12	i	i	3	i	i	15	i	i	i
COc1ccc(C2CC(=O)c3c([nH]c(C(=O)OC(C)C)c3C)C2)cc1OC (configuration not stated)	i	-14	i	i	4	i	i	0	i	i	i
COc1ccc(-c2noc(-c3ccccc3C(=O)Nc3cccc(OC)c3)n2)cc1	i	-7	i	i	-7	i	i	-4	i	i	i
COC(=O)c1ccc(NC(=O)c2ccc3nsnc3c2)cc1	i	-2	i	i	-6	i	i	8	i	i	i
CCOC(=O)c1sc(=S)n(-c2ccccc2)c1NC(C)=O	i	-1	i	i	3	i	i	5	i	i	i
CCOc1ccccc1NC(=O)Cn1c(=O)oc2cc(Cl)ccc21	i	-6	i	i	7	i	i	-2	i	i	i
Cc1ccc(/C=N/NC(=O)CSc2nc3ccccc3s2)o1	i	-8	i	i	7	i	i	0	i	i	i
COCCCN(C(=O)c1ccco1)c1nc(-c2ccc(OC)cc2)cs1	i	-6	i	i	11	i	i	-5	i	i	i
SMILES	KCNQ1 pot	hERG protect	KCNK3 inh	TRPC4 potent	DYRK1A inh	TMEM16A act	KCNQ1 inh	HDAC3 inh	TMEM16A inh	KCNK9 inh	TRPC4 act
CC(NS(=O)(=O)c1ccc2c(c1)OCCO2)c1ccccc1 (configuration not stated)	i	-8	i	i	4	i	i	-2	i	i	i
O=C(Nc1cccc(F)c1)Nc1cccc(Cl)c1	i	-4	i	i	16	i	i	6	i	i	i
C/C(=N\N1CCN(Cc2ccc(Cl)cc2)CC1)c1ccc([N+](=O)[O-])cc1	i	-14	i	i	-4	i	i	0	i	i	i
CCOc1cc2[nH]c(=O)n(CCC(=O)N3CCN(c4ccccc4OC)CC3)c(=O)c2cc1OCC	i	-10	i	i	-6	i	i	-1	i	i	i
C=CCc1cccc(CNc2c(C)cc(C)cc2C)c1O	i	-18	i	i	-6	i	i	0	i	i	i
O=C1c2ccccc2C(=O)c2[nH]cnc21	i	-6	i	i	56*	i	i	10	i	i	i
CCN(CC)S(=O)(=O)c1cccc(C(=O)N[C@H](C(=O)NCc2ccc(Cl)cc2)C(C)C)c1	i	-2	i	i	1	.	i	0	i	i	i
CCN(CCCNC(=O)CN(C)S(=O)(=O)c1ccc2c(c1)CCC(=O)N2)c1cccc(C)c1	i	-5	i	i	2	i	i	-3	i	i	i
COC(=O)c1ccc(-n2c(C)cc(C(=O)COC(=O)CC3Sc4ccccc4NC3=O)c2C)cc1 (configuration not stated)	i	-10	i	i	7	i	i	0	i	i	i
CCOc1ccccc1N(C(=O)c1ccco1)C(C(=O)NC1CCCC1)c1cccnc1 (configuration not stated)	i	-8	i	i	7	i	i	-11	i	i	i
O=C(CNS(=O)(=O)c1ccccc1)Nc1ccc2c(c1)OCO2	i	-6	i	i	4	i	i	-4	i	i	i
CC1(C)Oc2ccc(C(=O)NC3CCCC3)cc2N(CC(=O)NC2CCCC2)C1=O	i	-8	i	i	0	i	i	-2	i	i	i
c1ccc(CCn2nnnc2CN2CCc3ccccc32)cc1	i	-9	i	i	-16	i	i	7	i	i	i
CC1CCN(CCCNC(=O)c2cc3c(s2)-c2ccccc2OC3)CC1	i	-12	i	i	-2	i	i	-233	i	i	i
CCN(CC)CC(=O)c1ccc(-c2ccccc2)cc1	i	-7	i	i	-2	i	i	-3	i	i	i
Cc1cc(NC(=O)CCC(=O)N(CC(=O)NC2CCCC2)c2ccc(F)c(Cl)c2)no1	i	-9	i	i	8	i	i	-6	i	i	i
COc1ccc(OC)c(S(=O)(=O)n2nnc3ccccc32)c1	i	0	i	i	-5	i	i	5	i	i	i
CCCCSC(=S)NC1CCS(=O)(=O)C1 (configuration not stated)	i	-8	i	i	1	i	i	5	i	i	i
Cc1ccn2cc(-c3ccc(O)c(O)c3)nc2c1	i	-7	i	i	32	i	i	.	i	i	i
COc1ccc(/C=C/C(=O)CCC(=O)O)cc1	i	-6	i	i	2	i	i	1	i	i	i
CC(OC(=O)CCN=C1NS(=O)(=O)c2ccccc21)C(=O)Nc1ccc(F)c(F)c1F (configuration not stated)	i	-8	i	i	19	i	i	-4	i	i	i
Cc1ccc(Cn2c(=N)c(C(=O)NCCN3CCOCC3)cc3c(=O)n4ccccc4nc32)cc1	i	-11	i	19*	-4	i	i	-26	i	i	i
CC(C)(CO)NCc1ccc(Br)cc1	i	-5	i	i	10	i	i	0	i	i	i
COCCCNC(=O)c1ccc2c(=O)n(Cc3ccc(Cl)cc3)c(=S)[nH]c2c1	i	2	i	i	10	i	i	3	i	i	i
CC(=O)c1ccc(NC(=O)C2CC(=O)Nc3nc4ccccc4n32)cc1 (configuration not stated)	i	-6	i	i	14	i	i	6	i	i	i
SMILES	KCNQ1 pot	hERG protect	KCNK3 inh	TRPC4 potent	DYRK1A inh	TMEM16A act	KCNQ1 inh	HDAC3 inh	TMEM16A inh	KCNK9 inh	TRPC4 act
C[C@@H]1NC(=O)N[C@@H]1CCCCCC(=O)O	i	-7	i	i	-1	i	i	6	i	i	i
C/C(=N\NC(=O)C1(C)NC(C)(C)Cc2ccccc21)c1ccccc1 (configuration not stated)	i	-14	i	i	2	i	i	0	i	i	i
CCOc1ccc(C(CC(=O)O)NC(=O)c2ccco2)cc1 (configuration not stated)	i	-6	i	i	1	i	i	5	i	i	i
Cn1c(=O)c2c(nc(Sc3ncnn3CC(=O)NC3CCCCC3)n2C)n(C)c1=O	i	-6	i	i	.	i	i	2	i	i	i
O=C(Cc1ncc(C(F)(F)F)cc1Cl)NCCc1ccccn1	i	-11	i	i	-9	i	i	-2	i	i	i
COc1ccc(C(=O)NCCCCNC(=O)c2ccc(OC)c(OC)c2)cc1OC	i	-7	i	i	-5	i	i	11	i	i	i
COc1cccc(Oc2c(C)oc3c(CN4CCCCC4)c(O)ccc3c2=O)c1	i	-9	i	i	-7	i	i	-89	i	i	i
COCCNC(=O)c1cn(C)c2ccc(S(=O)(=O)N3CCCC3)cc2c1=O	i	-4	i	i	-8	i	i	-4	i	i	i
O=[N+]([O-])c1ccc(-n2nnnc2CN2CCCCC2)cc1	i	-7	i	i	-2	i	i	-5	i	i	i
COCCNC(=O)C1CCN(C(=O)c2cc3sccc3n2Cc2ccc(F)cc2)CC1	i	-8	i	i	-5	i	i	0	i	i	i
CCNC(=S)NC(=NCc1cccnc1)Nc1nc(C)cc(C)n1	i	-6	i	i	.	i	i	1	i	i	i
Cc1cccc(-n2ncc3c2CCCC3NC(=O)CCc2ccncc2)c1C (configuration not stated)	i	-10	i	i	-6	i	i	0	i	i	i
CCCC(=O)C1=C(O)C(C(=O)OC)C(C)(C)CC1=NCc1ccccc1 (configuration not stated)	i	-3	i	i	-8	i	i	2	i	i	i
CCCCN(Cc1cc2cc(OC)ccc2[nH]c1=O)C(=O)c1ccccn1	i	-5	i	i	-3	i	i	-4	i	i	i

Six entries drawn at random from the list so far, as already listed:
SMILES	KCNQ1 pot	hERG protect	KCNK3 inh	TRPC4 potent	DYRK1A inh	TMEM16A act	KCNQ1 inh	HDAC3 inh	TMEM16A inh	KCNK9 inh	TRPC4 act
O=[N+]([O-])c1ccc(-n2nnnc2CN2CCCCC2)cc1	i	-7	i	i	-2	i	i	-5	i	i	i
COCCNC(=O)C1CCN(C(=O)c2cc3sccc3n2Cc2ccc(F)cc2)CC1	i	-8	i	i	-5	i	i	0	i	i	i
CCCC(=O)C1=C(O)C(C(=O)OC)C(C)(C)CC1=NCc1ccccc1 (configuration not stated)	i	-3	i	i	-8	i	i	2	i	i	i
O=C(Cc1ncc(C(F)(F)F)cc1Cl)NCCc1ccccn1	i	-11	i	i	-9	i	i	-2	i	i	i
COc1cccc(Oc2c(C)oc3c(CN4CCCCC4)c(O)ccc3c2=O)c1	i	-9	i	i	-7	i	i	-89	i	i	i
Cc1cccc(-n2ncc3c2CCCC3NC(=O)CCc2ccncc2)c1C (configuration not stated)	i	-10	i	i	-6	i	i	0	i	i	i
